IL1B secr inh = qHTS for Inhibitors of Inflammasome Signaling: IL-1-beta AlphaLISA Primary Screen; activity change, % at 57.5 µM; THP-1 LPS/ATP IL-1B secretion, AlphaLISA, 16 h; hits give low values; AID 743279, 2014; 4.7% of 360,000 active; in the data active = activity change below about -50%; inconclusive = mostly about -30% to -49%; note: % is set by controls: 0 for no effect and ±100 for the full control effect
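THP-1 cells pretreated 1 hr with compounds (up to 57.5 uM final), then stimulated with LPS (250 ng/mL final) plus ATP (1.25 mM final); secreted IL-1B measured by AlphaLISA after 16 hr, decreased signal indicating inhibition.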
HepG2 viability = qHTS for Inhibitors of TGF-b: Cytotox Counterscreen | HepG2 CAGA-GFP viability, ATP luminescence, 18 h | Potency, µM (titrated, usually from 46.1 µM), for the others: at the highest dose activity change, negative = cytotoxicity, most hits filed as cytotoxic | 0.76% of 410,000 active | AID 588856, 2011; note: potency is the fitted concentration of half-maximal effect; some results filed as inactive show a strong effect at the top dose
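CellTiter-Glo luminescence gave cytotoxicity after 18 hours at 37 degrees C. The cells were HepG2 CAGA-GFP in 1% FBS DMEM, stimulated with 500 pg/mL TGF-beta after compound addition. %Activity was normalised to no-cell wells (complete cell-killing) and DMSO (no toxicity), and curves were fitted and classified.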
TGFb SMAD3 inh = qHTS for Inhibitors of TGF-b; HepG2 CAGA-GFP TGF-b/SMAD3 reporter, GFP fluorescence, 18 h; TGF-beta stimulated, 500 pg/mL final; Potency, µM (series often up to 46.1 µM), inactives show at the top dose activity, negative = inhibition, usual class: inhibitors; 1.2% of 410,000 active; AID 588855, 2011; note: potency is the fitted concentration of half-maximal effect; % is set by controls: 0 for no effect and ±100 for the full control effect; nearly all actives have a fitted effect of over 65% in size
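HEPG2 CAGA-GFP, 1000 cells/well; 2 h settle, 37 C; cpd via pin tool; TGF-b 500 pg/mL final; 18 h, 37 C; GFP imaging ex488/em500-530; %Activity normalised to -TGF-b and +DMSO controls; CRC fit, curve class.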
Nrf2 ARE act = qHTS of Nrf2 Activators; 0.31% of 410,000 active; Potency, µM (doses to about 46.1 µM), for inactives: at the top dose activation, hits mostly activators; AID 624171, 2012; AREc32 ARE-luciferase reporter (MCF7-derived line), luminescence, 24 h; note: potency is the fitted concentration of half-maximal effect; % of control where 0% means no effect; nearly all actives have a fitted effect of over 65% in size
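AREc32 cells carrying an ARE-driven firefly luciferase reporter were seeded at 1000 cells/well in OPTI-MEM with 5% FBS, then exposed to compound for 24 hr at 37 deg C. Luminescence was read with Steady-Glo after 30 min at RT.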
ATXN2 expr inh = Primary qHTS for Inhibitors of ATXN expression | HEK-293 ATXN2-luciferase reporter, luminescence, 24 h | Potency, µM (highest dose often 57 µM), for inactives: at the top dose activity change, negative = inhibition, actives largely listed as inhibitors | 0.72% of 360,000 active | AID 1745845, 2022; note: potency is the fitted concentration of half-maximal effect; % is set by controls: 0 for no effect and ±100 for the full control effect; nearly all actives have a fitted effect of over 55% in size
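qHTS (up to 57 uM final) was run with 24 h compound exposure of reporter cells at 37 °C. Each well was multiplexed: SteadyGlo luminescence measured ATXN2-luciferase expression after a fluorogenic Gly-Phe-AFC viability readout (25 uM final).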
A549 viability = Nrf2 qHTS screen for inhibitors: counterscreen for cytotoxicity. A549 ARE-Fluc cells, CellTiter-Fluor viability, 18-24 h. Potency, µM (doses to about 46 µM), for inactives: at the top dose activity change, negative = cytotoxicity, most hits filed as inhibitors. 0.16% of 390,000 active; note: potency is the fitted concentration of half-maximal effect; % is set by controls: 0 for no effect and ±100 for the full control effect
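A549 ARE-Fluc cells in 5% FBS OPTI-MEM, 5000 cells/well, rested 2 h then exposed to compounds in concentration-response for 18-24 h at 37 °C. Viability by CellTiter-Fluor fluorescence (Ex 405/Em 525) after 30 min; luciferase luminescence (BugLite, 15 min, RT) read afterwards.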
S2 tox = Viability Counterscreen for Primary qHTS for Inhibitors of ATXN expression; 0.49% of 400,000 active; S2 cells (HEK-293 line with an ATXN2-luciferase reporter) viability, CellTiter-Fluor protease fluorescence, 24 h; AID 651635, 2014; Potency, µM (top dose mostly 56.7 µM), actives largely listed as cytotoxic; note: potency is the fitted concentration of half-maximal effect; nearly all actives have a fitted effect of over 40% in size
Nrf2 block = Nrf2 qHTS screen for inhibitors | Potency, µM (highest dose often 46 µM), for inactives: at the highest dose activity change, negative = inhibition, actives largely listed as inhibitors | A549 ARE-Fluc reporter, luciferase luminescence, 18-24 h | 2.1% of 360,000 active; note: potency is the fitted concentration of half-maximal effect; % is set by controls: 0 for no effect and ±100 for the full control effect; nearly all actives have a fitted effect of over 60% in size
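Nrf2 function is reported as luminescence of an ARE-controlled luciferase in A549 cells. Compounds were tested at several concentrations, and a CellTiter-Fluor read on the same wells flagged cytotoxicity.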
MCF10A rerep = A quantitative high throughput screen for small molecules that induce DNA re-replication in MCF 10a normal breast cells | MCF 10A DNA re-replication, Hoechst nuclear intensity, 48 h | Potency, µM (doses to about 46.1 µM), inactives show top-dose activity, positive = re-replication, most hits filed as activators | 2.9% of 350,000 active; note: potency is the fitted concentration of half-maximal effect; % of control where 0% means no effect; nearly all actives have a fitted effect of over 50% in size
Numbers without * were called inactive; i = inactive; ? = inconclusive; nt = no result given; & = joins results of further samples; [ ] = remark or other dose. Unless noted, calls come from the whole dose curve; as a rule, active = well fitted curve in the direction sought with a large enough effect; inconclusive = small, poorly fitted or top-dose-only effect, or another doubt; inactive = no such curve, though single readings can be large; an effect the other way counts as inactive or inconclusive. An unsorted share of the library, and some 8.8% of all compounds hit somewhere here.

Short keys – A = IL1B secr inh; B = HepG2 viability; C = TGFb SMAD3 inh; D = Nrf2 ARE act; E = ATXN2 expr inh; F = A549 viability; G = S2 tox; H = Nrf2 block; I = MCF10A rerep
N#Cc1cccc(CS(=O)(=O)c2ccc(Cl)cc2)c1
  A = ?; B = -7%; C = 1%; D = -0.7%; E = -9%; F = 0%; G = i; H = -4%; I = 0%
O=C(/C=C/c1cccc([N+](=O)[O-])c1)Nc1cccc(NC(=O)c2ccco2)c1
  A = -95*; B = -39%; C = -31%; D = 2.5%; E = ?; F = ?; G = ?; H = 21µM*; I = 16µM*
COc1ccc(NC(=S)N2CCN(C(=O)c3ccco3)CC2)c(OC)c1
  A = 8; B = -1%; C = 16%; D = 0.0%; E = 2%; F = -4%; G = i; H = -2%; I = 10%
CC1=[N+](C)N(c2ccccc2)C(=O)C1N=C/C=C/c1ccccc1 (stereo not given)
  A = 12; B = -17%; C = -12%; D = -0.7%; E = nt; F = 0%; G = i; H = -1%; I = 6%
COc1cccc(N(C(=O)c2ccco2)C(C(=O)NC2CCCC2)c2cccnc2)c1 (stereo not given)
  A = 4; B = 0%; C = -10%; D = -1.3%; E = 4%; F = -7%; G = i; H = 1%; I = 0%
COc1cc(C(=O)OCC(=O)NC2CCCCC2)cc(OC)c1OC
  A = 24; B = -2%; C = 9%; D = 2.8%; E = 2%; F = 6%; G = i; H = 1%; I = 6%
Cc1ccccc1N=Nc1c(O)[nH]c2ccccc12
  A = 5; B = 9%; C = -10%; D = 11%; E = 19%; F = 1%; G = i; H = 21%; I = 0%
O=C(CNC(=O)c1cccs1)NCC(=O)OCc1ccc(Cl)cc1Cl
  A = 15; B = 9%; C = -13%; D = -0.6%; E = 4%; F = -1%; G = i; H = -11%; I = 3%
COc1cc(/C=C/C(=O)OCC(=O)Nc2c(C)n(C)n(-c3ccccc3)c2=O)cc(OC)c1OC
  A = -22; B = -1%; C = -2%; D = 0.4%; E = 1%; F = 0%; G = i; H = 9%; I = -5%
CCC(C)(C)n1nnnc1C(c1cccs1)N1CCc2ccccc21 (stereo not given)
  A = 3; B = -31%; C = 13µM*; D = -0.4%; E = ?; F = -11%; G = i; H = -29%; I = 1%
CC(C)[C@H](NC(=O)NCc1ccc(Cl)cc1)C(=O)O
  A = 0; B = -18%; C = -4%; D = -0.3%; E = 10%; F = 1%; G = i; H = -6%; I = 18%
CSc1cccc(N2CC(C(=O)Nc3ccccc3N3CCCC3)CC2=O)c1 (stereo not given)
  A = -1; B = -31%; C = -18%; D = 0.1%; E = -14%; F = 5%; G = i; H = 2%; I = 8%
O=C(N/N=C/c1ccc([N+](=O)[O-])s1)c1ccccc1
  A = ?; B = 13µM*; C = 11µM*; D = -1.7%; E = ?; F = ?; G = i; H = 23µM*; I = 1%
CCCCCCCCCCCCCCCC[N+](C)(C)CC
  A = -1; B = -110%; C = ?; D = -2.3%; E = 14µM*; F = -7%; G = 18µM*; H = 3%; I = ?
CCOC(=O)C1=CCC(c2ccc(Cl)cc2)N(S(=O)(=O)c2ccc(C)cc2)C1 (stereo not given)
  A = 14; B = -37%; C = ?; D = 3.3%; E = -18%; F = nt; G = i; H = nt; I = nt

An excerpt from above, reduced to HepG2 viability and Nrf2 block.
canonical_smiles	HepG2 viability	Nrf2 block
COc1cccc(N(C(=O)c2ccco2)C(C(=O)NC2CCCC2)c2cccnc2)c1 (stereo not given)	0%	1%
COc1cc(C(=O)OCC(=O)NC2CCCCC2)cc(OC)c1OC	-2%	1%
Cc1ccccc1N=Nc1c(O)[nH]c2ccccc12	9%	21%

Rewritten field by field: entries from further up.
> O=C(CNC(=O)c1cccs1)NCC(=O)OCc1ccc(Cl)cc1Cl
  IL1B secr inh: 15; HepG2 viability: 9%; TGFb SMAD3 inh: -13%; Nrf2 ARE act: -0.6%; ATXN2 expr inh: 4%; A549 viability: -1%; S2 tox: i; Nrf2 block: -11%; MCF10A rerep: 3%

> COc1cc(/C=C/C(=O)OCC(=O)Nc2c(C)n(C)n(-c3ccccc3)c2=O)cc(OC)c1OC
  IL1B secr inh: -22; HepG2 viability: -1%; TGFb SMAD3 inh: -2%; Nrf2 ARE act: 0.4%; ATXN2 expr inh: 1%; A549 viability: 0%; S2 tox: i; Nrf2 block: 9%; MCF10A rerep: -5%

New compounds follow
Short keys – A = IL1B secr inh; B = HepG2 viability; C = TGFb SMAD3 inh; D = Nrf2 ARE act; E = ATXN2 expr inh; F = A549 viability; G = S2 tox; H = Nrf2 block; I = MCF10A rerep
Cc1cc(N(C)C)c(C#N)c(NCc2ccccc2)n1
  A = -17; B = -27%; C = 7%; D = 0.2%; E = -7%; F = 0%; G = i; H = ?; I = 10%
CC(Nc1ccccc1)c1cc(Cl)ccc1O (stereo not given)
  A = 18; B = -49%; C = ?; D = 2.3%; E = -2%; F = 0%; G = i; H = -8%; I = 2%
CC1(C(=O)Nc2cccc(OC(F)(F)F)c2)Cc2c(-c3cccc(C(N)=O)c3)ccnc2O1 (stereo not given)
  A = 17; B = -36%; C = -19%; D = 0.0%; E = ?; F = nt; G = ?; H = nt; I = nt
CCC(=O)Nc1cc(C(F)(F)F)ccc1N1CCOCC1
  A = ?; B = -4%; C = -13%; D = 1.3%; E = 3%; F = 0%; G = i; H = ?; I = 12%
Cc1ccccc1OCC(=O)OCC(=O)NCc1ccccc1
  A = 2; B = 54%; C = 43%[activator]; D = -0.6%; E = nt; F = 1%; G = ?; H = 7%; I = 3%
O=C(Nc1ccc(Br)cn1)C1CCN(S(=O)(=O)c2cccs2)CC1
  A = 15; B = -12%; C = -27%; D = 0.1%; E = -6%; F = 1%; G = i; H = ?; I = -6%
CCOC(=O)N1CCN(CC(=O)Nc2cccc(Br)c2)CC1
  A = -13; B = 7%; C = 2%; D = -0.4%; E = -7%; F = -3%; G = i; H = 24%; I = -2%
CC(=O)c1ccc(S(=O)(=O)N2CCC(C(=O)Nc3ncc(C)s3)CC2)cc1
  A = 36; B = 10%; C = 0%; D = -0.9%; E = -7%; F = -1%; G = i; H = -24%; I = 10%
CC(=O)NC(NC(=S)Nc1ccccc1Br)C(Cl)(Cl)Cl (stereo not given)
  A = -8; B = -1%; C = -2%; D = 6.1%; E = -3%; F = 0%; G = i; H = 0%; I = -6%
COc1ccc(CN2CCNC(=O)C2CC(=O)N(C)Cc2ccno2)c(F)c1 (stereo not given)
  A = -5; B = -20%; C = -3%; D = -0.4%; E = 1%; F = 0%; G = i; H = -23%; I = -9%
COc1ccc(CN2C(=O)C(CC(C)C)Nc3ncnc(N4CCOCC4)c32)cc1 (stereo not given)
  A = 14; B = -6%; C = 6%; D = 0.1%; E = 1%; F = 0%; G = i; H = ?; I = 0%
COc1ccc(CN2C(=O)c3ccc(C(=O)O)cc3C2=O)cc1
  A = 8; B = 0%; C = 4%; D = -0.3%; E = -3%; F = 0%; G = i; H = 1%; I = -2%
C/C(=N\NC(=O)c1ccncc1)c1cc2ccccc2oc1=O
  A = 103; B = -47%; C = ?; D = -1.0%; E = -25%; F = 1%; G = ?; H = 2%; I = -2%
Cc1cc(Cl)ccc1N(CC(=O)N(C)Cc1ccccc1)S(C)(=O)=O
  A = 3; B = -2%; C = 4%; D = -0.9%; E = nt; F = nt; G = ?; H = nt; I = nt
S=c1[nH]nc(-c2cccc(Cl)c2)n1CCN1CCCCC1
  A = 18; B = -5%; C = 0%; D = 0.2%; E = 0%; F = 13%; G = i; H = 10%; I = 19%

Additional entries
Values in the order: IL1B secr inh, HepG2 viability, TGFb SMAD3 inh, Nrf2 ARE act, ATXN2 expr inh, A549 viability, S2 tox, Nrf2 block, MCF10A rerep
> O=C(NCCCN1CCCC1=O)c1ccc(Cl)c(NS(=O)(=O)c2ccc(F)cc2)c1
  -3, 0%, 0%, -0.7%, 1%, 5%, i, -5%, 5%
> CCOC(=O)N/N=C(\C)c1ccccc1OC(F)F
  20, -6%, 2%, -0.2%, -1%, 2%, i, 4%, -2%
> O=C(CSc1nnc2[nH]c(=O)cc(-c3ccccc3)n12)Nc1cc(C(F)(F)F)ccc1Cl
  nt, 2%, 0%, -0.6%, nt, 9%, nt, nt, nt
> Cn1cnc2c1c(=O)n(Cc1ccccc1)c(=O)n2C
  -12, 0%, 1%, 0.2%, -17%, 0%, i, 0%, 6%
> CCC1CCCCN1CCCNC(=O)CN1C(=O)COc2ccc(S(=O)(=O)N3CCOCC3)cc21 (stereo not given)
  -21, 5%, 11%, -0.3%, 1%, 0%, ?, 0%, 6%
> Cc1ccc(OCCNC(=O)c2ccccc2SCC(=O)N2CCCC2)cc1
  6, -3%, -5%, -0.6%, 4%, 2%, i, 20%, 3%
> CCC(C)Nc1oc(-c2ccc(COc3ccc(Cl)cc3)o2)nc1C#N (stereo not given)
  nt, -37%, ?, 3.6%, -38%, -12%, ?, ?, nt
> CCNC(=O)CN1C(=O)NC(Cc2ccccc2)(Cc2ccccc2)C1=O
  -1, -5%, -5%, -0.5%, -18%, -2%, i, -6%, -6%
> COC(=O)c1c(SCC(=O)Nc2ccccc2C(F)(F)F)[nH]c2ccc(Cl)cc2c1=O
  nt, 4%, ?, -1.2%, 5%, -15%, i, 18%, nt
> O=C(/C=C/c1ccc(S(=O)(=O)NCc2ccco2)cc1)NCc1cccc(Cl)c1
  -7, 13%, -8%, 2.2%[9.22 µM], -16%, 1%, ?, ?, ?
> Cc1cccc(Nc2ncccc2C(=O)O)c1C
  -3, -36%, -11%, 0.8%, 6%, 11%, i, 5%, 1%&22%
> Cc1noc(C)c1C(=O)Nc1sc(C)c(C)c1C#N
  -9, -2%, 23%, -0.2%, ?, 0%, i, nt, -5%
